# SUMO1 PPI mod: SUMO1-SIM interaction modulation; P63165; SUMO1 binding to a labelled peptide, TR-FRET, 1 h; inhibition, % at 20 µM; actives 0.33% (n = 360,000); in the data active means inhibition above about 37%
# NadD inh: NadD (S. aureus) enzyme inhibition; purified NadD enzyme, colorimetric absorbance read-out; inhibition, % at 20 µM; actives 0.78% (n = 360,000); in the data active means inhibition above about 26%; further: some compounds past the cut are filed as inactive
# CSN deneddyl inh: CSN deneddylation inhibition; actives 0.38% (n = 360,000); Q92905; inhibition, % at 12.5 µM; Purified CSN, SCF-Nedd8-OG deneddylation, fluorescence polarization;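 active means pattern-corrected inhibition above about 35%, with an unprinted fluorescence ratio check between 0.5 and 1.5, limit read from the data, passing the limit was not always enough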;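 further: 0% = enzyme with substrate and 100% = substrate without enzyme; some results filed as inactive read as strong as hits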
# Target sequence (Q92905 whole entry, looked up, one chain of several): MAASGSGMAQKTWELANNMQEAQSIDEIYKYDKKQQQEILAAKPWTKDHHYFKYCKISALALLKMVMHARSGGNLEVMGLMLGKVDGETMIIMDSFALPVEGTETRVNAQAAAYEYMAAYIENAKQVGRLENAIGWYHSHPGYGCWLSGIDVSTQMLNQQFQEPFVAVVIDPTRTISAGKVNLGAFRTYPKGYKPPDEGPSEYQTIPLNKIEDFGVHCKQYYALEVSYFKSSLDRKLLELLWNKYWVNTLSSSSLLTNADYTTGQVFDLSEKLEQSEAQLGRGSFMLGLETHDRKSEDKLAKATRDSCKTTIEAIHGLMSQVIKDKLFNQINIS
#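 Material: human Csn5 produced in HEK293T cells; Input: enzyme 0.24 nM; Reagent: SCFSkp2-Nedd8OG substrate at 10 nM final; Dosing: 12.5 µM compound; Incubation: 90 min reaction at room temperature; Detection: fluorescence polarization of the substrate; Evaluation: % inhibition of substrate cleavage by Csn5; Control set: substrate-only high control, full reaction low control.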
# Rin1-Abl PPI inh: inhibitors of human Rin1-Abl protein interaction; inhibition, % at 7.35 µM; TR-FRET Rin1/Abl binding, biochemical; actives 0.4% (n = 360,000); in the data active means inhibition above about 5%, passing the limit was not always enough
# DNMT1 inh: blocks human DNA methyltransferase DNMT1. inhibition (reported as % activation of signal), % at 10 µM. AID 588458. P26358. actives 0.83% (n = 360,000). DNMT1 molecular beacon, Hinp1I cleavage, fluorescence; in the data active means inhibition above about 50%
# Neddylation inh: inhibitors of human cullin neddylation; actives 0.58% (n = 360,000); P61081+Q13564; calls only at 25 µM; AID 651699; TR-FRET cullin neddylation, biochemical; in the data active means inhibition above about 36%
# Target sequence (P61081 whole entry, looked up): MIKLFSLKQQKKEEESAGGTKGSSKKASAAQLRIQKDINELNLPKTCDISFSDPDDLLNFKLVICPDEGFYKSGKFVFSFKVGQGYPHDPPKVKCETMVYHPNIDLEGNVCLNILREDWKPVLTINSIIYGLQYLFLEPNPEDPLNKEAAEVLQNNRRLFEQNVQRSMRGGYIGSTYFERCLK
# Target sequence (Q13564 whole entry, looked up): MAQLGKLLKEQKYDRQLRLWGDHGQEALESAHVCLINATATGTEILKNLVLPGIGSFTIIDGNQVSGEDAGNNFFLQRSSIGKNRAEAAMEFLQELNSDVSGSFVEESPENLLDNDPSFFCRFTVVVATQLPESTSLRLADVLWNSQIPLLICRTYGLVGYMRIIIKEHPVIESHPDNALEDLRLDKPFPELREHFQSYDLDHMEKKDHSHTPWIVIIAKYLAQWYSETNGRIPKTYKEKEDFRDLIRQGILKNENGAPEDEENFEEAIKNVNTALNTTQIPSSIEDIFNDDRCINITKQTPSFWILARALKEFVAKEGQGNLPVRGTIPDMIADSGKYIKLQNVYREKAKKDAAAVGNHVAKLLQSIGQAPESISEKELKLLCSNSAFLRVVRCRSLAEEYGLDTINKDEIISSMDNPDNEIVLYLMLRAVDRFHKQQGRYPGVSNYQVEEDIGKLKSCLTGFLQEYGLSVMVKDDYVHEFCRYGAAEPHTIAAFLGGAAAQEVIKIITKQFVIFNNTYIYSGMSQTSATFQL
# LMPTP block: blocks human LMPTP phosphatase; P24666; recombinant LMPTP-A, OMFP fluorogenic substrate, fluorescence intensity; inhibition, % at 20 µM; actives 0.22% (n = 360,000); AID 651560;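 active means compounds that cut the enzyme signal by at least half of the control window in the single-dose screen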;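 further: plate controls were DMSO wells with enzyme plus substrate for no effect and substrate without enzyme for full effect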
#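 Test system – LMPTP-A enzyme · Amount – LMPTP-A at 0.625 nM final in the reaction · Buffer or medium – Bis-Tris pH 6.0, DTT, detergent · Reagent – OMFP 400 µM · Doses – single 20 µM dose · Schedule – reaction 50 min, room temperature, dark · Detection – fluorescence intensity of OMFP turnover product · Evaluation – percent inhibition versus substrate-only and uninhibited controls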
# Rpn11 block: blocks the human proteasome subunit Rpn11; O00487; human 26S proteasome, Ub4-pepOG fluorescence polarization; 20S core pre-blocked with epoxomicin; calls only at 20 µM; actives 0.59% (n = 360,000);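 active means inhibition at 20 µM, scaled to each plate's controls, above about 33%, limit read from the data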
# STEP block: blocks human striatal-enriched tyrosine phosphatase | P54829 | recombinant STEP, OMFP fluorogenic substrate, fluorescence | inhibition, % at 20 µM | actives 0.25% (n = 360,000) | AID 588621;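 active means inhibition at 20 µM, scaled per plate between control wells, above about 37%, limit read from the data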;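 further: 0% = DMSO with enzyme and substrate and 100% = substrate only without enzyme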
#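 Material: STEP (striatal-enriched tyrosine phosphatase) enzyme, cell-free; Compound dosing: 20 µM single dose in 1% DMSO; Technique: fluorescence read at 480 nm ex / 540 nm em; Times: reaction 20 min, ambient temperature; Medium: 50 mM Bis-Tris pH 6.0 with 2.5 mM DTT and 0.005% Tween 20; Also added: OMFP at 25 µM.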
# Scp-1 inhibitor: inhibitors of human Scp-1 phosphatase; Q9GZU7; Recombinant Scp1, phosphopeptide, malachite green phosphate absorbance; inhibition, % at 20 µM; actives 0.88% (n = 340,000); AID 493091;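 active means inhibition above about 50% at 20 µM, limit read from the data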;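 further: plate controls were DMSO wells with enzyme for no effect and wells lacking enzyme for full effect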
#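 System: SCP-1 catalytic domain; Reagent: Phospho 17-mer peptide substrate; Doses: one concentration, 20 µM, with 1.0% DMSO; Incubation: 45 min room-temperature reaction, 5 min colour, 30 min stabiliser; Signal: Phosphate-binding colour reagent, absorbance read at 630 nm.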
# Numbers without * were called inactive; i = inactive; . = not tested or not shown; + = active, no number.
structure	SUMO1 PPI mod	STEP block	Scp-1 inhibitor	DNMT1 inh	Neddylation inh	CSN deneddyl inh	Rpn11 block	LMPTP block	NadD inh	Rin1-Abl PPI inh
Cc1onc(-c2ccccc2)c1C(=O)OCC(=O)Nc1ccc(Cl)cc1	0	-2	-6	-6	i	0	i	0.9	-10	5
Cc1ccnc2nc(C(=O)OCCOc3ccccc3)nn12	2	-2	-7	2	i	0	i	-0.1	2	-4
CCc1ccc(C2=NN(CCC(=O)NC(C)c3ccc4c(c3)OCCO4)C(=O)CC2)cc1 (stereo not drawn)	2	-2	-1	3	i	1	i	1.5	-5	-2
CCOc1ccc(NC(=O)CN(C)C(=O)c2ccccc2CCc2ccccc2)cc1OCC	5	-2	-7	-3	i	4	i	1.1	-6	-1
O=C(NNC(=O)C1CC1)c1ccc(-c2ccccc2)cc1	2	0	-1	-5	i	-1	i	1.7	4	-2
O=C1NC(=O)C(CC(=O)N(Cc2ccco2)C2(C(=O)NC3CCCCC3)CCCCC2)N1 (stereo not drawn)	12	-1	1	3	i	0	i	0.7	2	-3
NC(=O)CC(NC(=O)c1ccc(Br)cc1)c1ccc(NCCc2ccc(F)cc2)c([N+](=O)[O-])c1 (stereo not drawn)	-11	3	-5	34	i	5	i	3.3	7	2
Cc1nc(NC(=O)CN2CC(C)OC(C)C2)sc1C(=O)N(C)C (stereo not drawn)	0	1	6	0	i	-1	i	-2.4	-9	-1
CCOC(=O)[C@H]1[C@H]2COc3ccccc3[C@@H]2N2C(=O)c3cc(C)ccc3NC(=O)[C@@]12C	2	-3	-3	1	i	-2	i	-0.8	-4	5
COc1ccc(C(=O)CC(=O)c2ccc(C)cc2)c(O)c1	-3	4	-13	-2	i	4	i	2.5	0	0
Cc1cc2ncn(C(=O)c3c(-c4ccccc4Cl)noc3C)c2cc1C	-1	-1	-3	-4	i	-3	i	-0.5	-3	0
O=C(CN(c1cccc(C(F)(F)F)c1)S(=O)(=O)c1ccc(Cl)c([N+](=O)[O-])c1)NCc1ccc(F)cc1	0	0	-15	3	i	-7	i	2.4	-9	-3
CN(C)C(=O)c1ccc2c(c1)C1C3CCC(C3)C1C(c1ccccc1)N2 (stereo not drawn)	2	-2	-1	-2	i	1	i	0.1	0	-2
C[C@@]12C(=O)Nc3ccccc3C(=O)N1[C@H]1c3cc(Cl)ccc3OC[C@@H]1[C@@H]2c1ccccc1	8	0	-6	2	i	1	i	1.6	8	1
Cc1nn(CCC#N)c(NC(=O)c2ccc(Cl)cc2)c1P(=O)(Nc1ccc([N+](=O)[O-])cc1)N1CCOCC1 (stereo not drawn)	-19	-2	6	0	i	3	i	-1.4	0	2
CCCC(=O)c1ccc(N2CCCC2)c(F)c1	-5	-2	-6	0	i	1	i	1.0	-2	-2
O=C(CCN1C(=O)/C(=C/c2ccco2)SC1=S)Nc1ccc(C(=O)O)c(O)c1	47*	48*	65*	81*	i	52*	+	22	3	7
CCOC(=O)c1cnc2cc(C)nn2c1C	1	3	20	0	i	0	i	0.8	1	-1
CCCCC(CC)COC(=O)C(C#N)=C(c1ccccc1)c1ccccc1 (stereo not drawn)	4	6	-15	3	i	4	i	3.7	15	1
COCCNC(=O)CN(C(=O)c1ccc(N2CCCC2)nc1)c1ccccc1	0	-1	12	4	i	-10	i	1.0	0	2
CN(C)S(=O)(=O)Oc1ccc(C(=O)Nc2ccc([N+](=O)[O-])cc2)cc1	-3	1	-4	3	i	5	i	0.8	3	-3
CCC1CCCCN1S(=O)(=O)c1ccccc1 (stereo not drawn)	-3	1	0	-2	i	1	i	-0.2	-2	-2
C=C(CCO)C1=CCN(S(=O)(=O)C(C)(C)C)[C@@H]1CCO	9	2	-17	5	i	-5	i	-1.4	3	1
Cc1onc(-c2c(Cl)cccc2Cl)c1NC(=O)NNc1ccccn1	0	3	-8	1	i	1	i	3.4	-8	3
COc1ccc(/C=C(/NC(=O)c2ccco2)C(=O)N2CCOCC2)cc1	-7	1	6	-1	i	-5	i	-2.1	4	1
CCN1CCN(P2(=O)C=C(c3ccccc3)OC(c3ccccc3)=C2)CC1	2	-3	3	0	i	0	i	-0.7	-3	3
CCOc1ccccc1C1CC(=O)Nc2cc3c(cc21)OCO3 (stereo not drawn)	-4	3	-2	-4	i	-5	i	0.2	-4	-2
O=C(c1ccc(-n2c(SCc3cc(F)ccc3F)nc3ccccc3c2=O)cc1)N1CCOCC1	-2	2	0	-5	i	-2	i	0.2	-11	2
C#CCOCCOCCOCCNc1nc(N2CCN(C(=O)CCCCCCCCCCNC(=O)[C@@H](CCSC)n3cc(CCO)nn3)CC2)nc(N2CCN(C(=O)CCCCCCCCCCNC(=O)[C@H](CO)n3cc(CCCCCN)nn3)CC2)n1	-6	8	16	-121	i	5	i	-0.8	23	10
Cc1ccc(C)c2[nH]c(=O)c(CCNC(=O)c3cc4ccccc4o3)cc12	0	1	-3	-4	i	4	i	1.7	3	3
CCOc1ccc(C(=O)N2CCN(CC(=O)N3CCCC3)CC2)cc1OCC	2	-5	-2	4	i	-2	i	-1.6	3	0
COc1ccc(COC[C@H](CC(C)C)N2CCN(C(=O)c3cccc(C(F)(F)F)c3)CCC2=O)cc1	-1	.	.	.	i	-1	.	-1.1	-2	.
O=C(NCC1CCCO1)C(c1ccc(F)cc1)N(C(=O)Cn1nnc(-c2ccc(F)cc2)n1)c1cccc(O)c1 (stereo not drawn)	3	-1	4	4	i	-4	i	-1.3	-1	-1
CC(/C=N/NC(=O)Cn1nccc1C)=C\c1ccc(C(C)C)cc1	-13	5	-6	-1	i	0	i	0.8	-5	4
COC(=O)c1sccc1NC(=O)COc1cccc(C)c1	-3	2	-20	1	i	3	i	2.5	-11	-4
c1ccc2c(c1)CNc1ccccc1C2	-5	14	-2	-2	i	5	i	0.1	7	0
NC(=O)c1sc(=S)n2c1[nH]c(=O)c1sccc12	0	-2	-14	-2	i	-2	i	-0.2	-3	2
COc1ccc(-n2nc3c(c2NC(=O)c2ccc(S(=O)(=O)N4CCOCC4)cc2)CS(=O)C3)cc1 (stereo not drawn)	2	1	-4	4	i	-3	i	-1.1	-3	4
CCCCC(=O)Nc1c(C)cc(C)cc1Cl	-2	0	2	4	i	-4	i	-0.5	-6	2
CC1CCCCN1C(=O)C1CCCCN1S(=O)(=O)c1cccc([N+](=O)[O-])c1 (stereo not drawn)	-28	-4	-5	1	i	-4	i	-0.4	-10	1
COc1ccccc1OCC(O)Cn1c(Br)nc2c1c(=O)[nH]c(=O)n2C (stereo not drawn)	2	2	1	4	i	-1	i	-0.1	0	2
Cc1cc(NC(=O)CSCC(=O)Nc2cc(C(F)(F)F)ccc2N2CCOCC2)no1	3	-2	-4	5	i	-4	i	-0.1	0	2
Cc1ccccc1CN1CCCC(C(=O)Nc2ccc(-c3ccn[nH]3)cc2)C1 (stereo not drawn)	5	3	-8	-5	i	3	i	-0.4	-11	5
Cn1c(Cc2ccccc2)[n+](C)c2ccccc21	-3	-2	1	3	i	-3	i	-1.5	-4	-1
CN(C)C(=O)CCc1ccc2c3c([nH]c2c1)[C@]1(C)[C@@H](C(=O)N2CCCCC2)C[C@H](CC(=O)NCC24CC5CC(CC(C5)C2)C4)C(=O)N1CC3	4	-1	4	-5	i	-1	i	-1.1	2	-3
CN1CCN(C(=S)Nc2ccccc2Cl)CC1	1	2	-8	6	i	1	i	-3.6	0	-2
COc1ccccc1CNC(=O)C1(C)CCN1C(=O)C1(c2ccccc2)CC1 (stereo not drawn)	-1	-2	.	2	i	-3	i	-2.2	0	-4
CC(NC(=O)c1ccco1)C(=O)OCc1cccc(C(F)(F)F)c1 (stereo not drawn)	4	-2	-9	5	i	-3	i	-0.3	-1	-1
COCCNc1nc(NCc2ccc(C)cc2C)c2sccc2n1	-1	0	.	4	i	0	i	59*	2	-3
COc1ccc(OC)c(-n2c(-c3cccc(S(=O)(=O)N(C)C)c3)n[nH]c2=S)c1	4	2	-3	-2	i	2	i	1.1	-6	-4

# Quoted at random: three records from the list.
structure	SUMO1 PPI mod	STEP block	Scp-1 inhibitor	DNMT1 inh	Neddylation inh	CSN deneddyl inh	Rpn11 block	LMPTP block	NadD inh	Rin1-Abl PPI inh
CCN1CCN(P2(=O)C=C(c3ccccc3)OC(c3ccccc3)=C2)CC1	2	-3	3	0	i	0	i	-0.7	-3	3
Cc1onc(-c2c(Cl)cccc2Cl)c1NC(=O)NNc1ccccn1	0	3	-8	1	i	1	i	3.4	-8	3
O=C(NCC1CCCO1)C(c1ccc(F)cc1)N(C(=O)Cn1nnc(-c2ccc(F)cc2)n1)c1cccc(O)c1 (stereo not drawn)	3	-1	4	4	i	-4	i	-1.3	-1	-1

# Other structures
structure	SUMO1 PPI mod	STEP block	Scp-1 inhibitor	DNMT1 inh	Neddylation inh	CSN deneddyl inh	Rpn11 block	LMPTP block	NadD inh	Rin1-Abl PPI inh
O=c1[nH]c(=S)[nH]c2c1C(c1ccc(Cl)cc1)OC(CCc1ccccc1)C2 (stereo not drawn)	7	-1	.	-6	i	-2	i	2.1	11	3
O=C(NC(=Nc1ccccc1)N1CCOCC1)Nc1ccccc1	5	4	1	2	i	-5	i	1.0	0	-2
O=C(O)c1ccc(NS(=O)(=O)c2ccc3c(c2)C(=O)c2cc(S(=O)(=O)Nc4ccc(C(=O)O)cc4)ccc2-3)cc1	16	-2	-15	-1	i	0	i	-1.6	-4	2
CCOc1ccc(S(=O)(=O)NC(C)C(=O)NCc2ccc3c(c2)OCO3)cc1 (stereo not drawn)	2	0	1	-2	i	-3	i	-1.0	-1	-1
COc1ccc(-n2c(-c3ccco3)n[nH]c2=S)cc1	0	-1	0	-2	i	1	i	-0.4	1	-8
CCOc1ccccc1NC(=O)/C=C/C(N)=O	4	-1	10	0	i	-1	i	-3.8	-5	-1
O=C1c2ccccc2C(=O)N1CCCc1nc(-c2ccncc2)no1	3	-1	-7	-1	i	-6	i	0.0	2	-1
O=C(Nc1ccc(F)cc1)C(c1cccc(F)c1)N1CCN(C(=O)c2ccco2)CC1 (stereo not drawn)	-5	.	.	.	i	-6	.	0.5	.	.
CCOc1ccccc1N1CCN(C(=O)c2c(-c3ccccc3Cl)noc2C)CC1	2	-3	-5	-1	i	-5	i	-3.6	-5	-1
COc1ccc2c(c1)S/C(=C\C(=O)c1ccncc1)N2C	-16	1	-3	2	i	7	i	2.4	2	-9

# Bioassay records deposited in PubChem by several laboratories.
